human PMI inhibitors – human PMI inhibitors, high substrate, primary screen, biochemical, fluorescence intensity, high mannose 6-phosphate (AID 1220) | recombinant PMI enzyme, coupled fluorescence intensity; higher % means a stronger effect | one-dose inhibition, % at 20 µM; IC50 in µM for titrated hits | 190,000 compounds, 0.66% hits; in the data active = inhibition above about 50%
P. falciparum M1AAP – P. falciparum M1AAP inhibitors, biochemical, fluorogenic H-Leu-NHMec substrate, 1536-well (AID 1445). inhibition, % at 30 µM, or IC50 in µM where a hit was titrated. recombinant M1AAP, H-Leu-NHMec fluorogenic kinetic assay; higher % means a stronger effect. 220,000 compounds, 0.42% hits;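 active = primary inhibition above the hit cutoff, then over 50% inhibition at one or more dose response concentrations, cut at about 23% in these data, passing the limit was not always enough; inconclusive = conflicting primary data, or primary hits not chosen for dose response; inactive = low primary inhibition, or under 50% at every dose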;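 note: plate controls were DMSO full reaction for no effect and no enzyme background for full effect; strong numbers were not always called active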
Yfh1-depleted yeast – enhancers of respiration in Yfh1-depleted yeast, dose response, Friedreich's ataxia, plus single-dose screen (AID 1465); S. cerevisiae Yfh1-off respiration, WST-1 reduction, 72 h; higher fold induction means a stronger effect; fold induction at 50 µM; hits with a dose series show EC50 in µM; 220,000 compounds, 0.074% hits;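 active = fold induction of absorbance versus untreated yeast above a set limit, then at least 30% activation at any dose in follow-up; inconclusive = repeats straddling the limit, or above it without dose testing; inactive = fold induction below the set limit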;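 note: activators that raise dye reduction in frataxin-depleted yeast; strong numbers were not always called active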
Salmonella PhoP GFP – inhibitors of PhoP regulon expression, primary screen, Salmonella Typhimurium, GFP reporter (AID 1863); S. Typhimurium PhoP-regulated promoter GFP reporter, 4 h; higher % means a stronger effect; one-dose inhibition, % at 50 µM; IC50 in µM for titrated hits; 300,000 compounds, 0.16% hits;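 active = inhibition over 29.93%, a cutoff 3 SD above the screen mean, later confirmed by dose response; inconclusive = inhibition over 29.93% but no dose response follow-up; inactive = inhibition at most 29.93% or unconfirmed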;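 note: 0% = low Mg2+ inducing control and 100% = high Mg2+ repressing control; strong numbers were not always called active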
P. falciparum M17LAP – P. falciparum M17LAP inhibitors, primary screen, biochemical, fluorogenic H-Leu-NHMec substrate, 1536-well (AID 1619) | recombinant M17LAP, H-Leu-NHMec fluorogenic kinetic assay; higher % means a stronger effect | inhibition, % at 30 µM, or IC50 in µM where a hit was titrated | 220,000 compounds, 0.38% hits;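 active = compound inhibiting the enzyme by more than half at any dose during confirmatory dose-response retesting; inconclusive = strong single-dose inhibitors picked by rank but not retested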;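 note: plate controls were full reaction with DMSO carrier for no effect and no enzyme background for full effect; strong numbers were not always called active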
Siah-1 displacement – Siah-1 peptide-binding antagonists, primary screen, biochemical, fluorescence polarization, rhodamine-plectin, uHTS (AID 1817). Siah-1 / rhodamine-plectin peptide fluorescence polarization; higher % means a stronger effect. displacement, % at 20 µM, or IC50 in µM where a hit was titrated. 290,000 compounds, 0.02% hits;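 active = displacement of at least 50% at 20 µM, with a fluorescence ratio check between 0.3 and a set limit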;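 note: plate controls were Siah plus tracer with DMSO for no effect and tracer alone without Siah for full effect; strong numbers were not always called active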
XIAP antagonists – small molecules displacing peptide from XIAP – biochemical, IAP family, fluorescence polarization (AID 1018) | XIAP BIR domain, fluorescence polarization peptide displacement; higher % means a stronger effect | displacement, % at 20 µM; hits with a dose series show IC50 in µM | 200,000 compounds, 0.007% hits; in the data active = displacement above about 50%; note: a part of the inactive calls stands beside numbers as strong as those of hits
CSM14.1 death rescue – protection against thapsigargin-triggered cell killing – 384-well, CSM14.1, ATP luminescence, primary screen (AID 1222); CSM14.1 thapsigargin-induced death rescue, ATP luminescence; higher % means a stronger effect; cellular ATP content (survival), % at 20 µM, or EC50 in µM where a hit was titrated; 190,000 tested, under 10 active;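 active = EC50 below 50 µM in the dose-response confirmation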;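 note: death triggered by thapsigargin at about 15 µM added after 2 h compound pretreatment; cell ATP read after overnight thapsigargin exposure of roughly 18 to 22 hours; normalized against plate controls of thapsigargin alone and 5% DMSO vehicle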
West Nile virus CPE – inhibition of WNV-induced cytopathic effect – cell-based, CPE readout (AID 1621); West Nile virus-infected cells, CPE inhibition; higher % means a stronger effect; CPE inhibition, % at 10 µM, or IC50 in µM where a hit was titrated; 290,000 compounds, 0.02% hits; in the data active = a potency from the dose series; inconclusive = CPE inhibition mostly from about 3.7% at the one dose, without a potency; inactive = the rest, 99 in 100 with CPE inhibition below about 2.2%; note: strong numbers were not always called active
Starred values were filed as active, the others as inactive; i = inactive; ? = inconclusive; . = no result given.

Compound | human PMI inhibitors | P. falciparum M1AAP | Yfh1-depleted yeast | Salmonella PhoP GFP | P. falciparum M17LAP | Siah-1 displacement | XIAP antagonists | CSM14.1 death rescue | West Nile virus CPE
Cc1c(/C=N\NC(=O)c2cccc(F)c2)cnn1C | -0.8% | 0.1% | i | 7.8% | 14.6% | -4.3% | -0.9% | -1.3% | -0.1%
CCN(CC)c1ccc([C@H]2[C@@H]3CCCC[C@]3(O)CCN2CC(=O)NCc2ccco2)cc1 | . | -2.1% | i | -4.5% | 2.8% | 11.9% | . | . | 0.2%
CC(C)(C)OC(=O)N1CCC2(CC1)Oc1ccc(F)cc1C(=O)C21CC(c2cccnc2)=NO1 (stereo unspecified) | . | 9.1% | i | -0.4% | 4.3% | -1.7% | . | . | -0.7%
Cc1ccc(-n2cccc2C(=O)NS(=O)(=O)c2ccc(C)cc2)cc1 | . | 8.3% | i | 0.4% | -7.1% | 3.5% | . | . | 0.6%
O=[N+]([O-])c1ccc(N=Cc2sc3ccccc3c2O)cc1 | 6.4% | 10.9% | i | -3.2% | 11.2% | -1.0% | -4.2% | -2.2% | 0.1%
Cc1onc(-c2ccc(Cl)cc2Cl)c1-c1csc(N/N=C/c2ccccc2Cl)n1 | . | -1.5% | i | 2.0% | 2.4% | 1.0% | . | . | ?
C=CCOc1c(Br)cc(CNn2cn[nH]c2=S)cc1OC | 0.9% | -3.7% | i | -2.6% | 2.4% | -4.7% | -1.5% | -1.2% | 0.9%
O=C(NCc1cccnc1)c1ccc(Br)s1 | . | 5.3% | i | -0.8% | 37.5% | 0.9% | . | . | 0.1%
C1=CC2CCC1ON2c1ccccc1 (stereo unspecified) | 13.0% | 1.6% | i | 4.7% | 5.0% | -5.2% | -6.7% | 0.6% | 0.5%
Cc1ccc(CNC(=O)CC2C(=O)Nc3c2c(=O)n(C)c(=O)n3Cc2ccccc2)cc1 (stereo unspecified) | 12.4% | 5.1% | i | -17.7% | 15.7% | 0.7% | -2.4% | -1.4% | -0.1%
COCc1nnc(NC(=O)CS(=O)(=O)Cc2ccccc2)s1 | 1.6% | 6.2% | i | 7.2% | 22.8% | -2.3% | 0.6% | -2.6% | ?
Cc1nnc2n(C3CCCCC3)c(=O)c3c4c(sc3n12)CCC4 | 3.9% | 1.6% | i | -4.0% | 2.6% | 1.1% | -3.5% | 0.3% | 0.1%
Cc1ccc(N2CCCn3c2nc2c3c(=O)n(CC(=O)OCc3ccccc3)c(=O)n2C)cc1C | 10.4% | . | . | . | . | 3.9% | -2.6% | -1.2% | .
CCN1CCCC1CN(Cc1cc2ccc(C)cc2[nH]c1=O)C(=S)Nc1ccccc1C(=O)OC (stereo unspecified) | 20.0% | -1.6% | i | -3.1% | 11.6% | 0.0% | -4.1% | -3.2% | -0.7%
O=C(O)CC1SC(=Nc2ccccc2)N(c2ccccc2)C1=O (stereo unspecified) | -6.7% | -0.9% | i | -0.8% | 6.6% | -3.7% | -0.1% | -0.1% | 0.5%
C/C(=N\NC(=O)CCCNc1cccc(C)c1)c1ccncc1 | 41.2% | -8.7% | i | -6.1% | 0.7% | -4.1% | -8.4% | 0.7% | -0.2%
O=C1CCC([N+](=O)[O-])C(c2ccc3c(c2)OCO3)N1 (stereo unspecified) | -3.0% | 9.3% | i | 1.7% | 8.7% | 3.3% | -5.3% | 0.4% | 0.5%
Cc1ccc(NC(=O)C(C)OC(=O)c2ccc(NS(=O)(=O)c3ccc(F)c(F)c3)cc2)cc1 (stereo unspecified) | -6.3% | 0.8% | i | 6.3% | 11.5% | 1.5% | -6.6% | 10.6% | 0.1%
O=C(c1cccc(F)c1)N1CCN(C(=O)c2cc(-c3ccc(Cl)cc3Cl)on2)CC1 | 5.8% | 5.6% | i | 11.9% | 11.0% | 0.1% | -4.0% | -3.4% | -1.0%
N#Cc1ccc(Oc2cc(C(F)(F)F)nc(-c3ccccn3)n2)cc1 | 4.9% | 3.4% | i | -11.1% | 4.4% | -4.1% | -2.5% | -1.5% | -1.0%
CCN(CC)S(=O)(=O)c1ccc(C(=O)NCc2ccc3[nH]c4c(c3c2)CCCC4)cc1 | 3.3% | 5.8% | i | -0.3% | -9.7% | -6.0% | -5.1% | 1.7% | -0.1%
CC(=O)c1cc2c(C)cc(=O)oc2cc1O | 11.3% | 8.0% | i | 2.0% | 4.9% | 7.3% | -24.8% | 7.9% | 0.1%
COc1ccc(NC(=O)c2cc3n(n2)C(C(F)(F)F)CC(c2ccc4c(c2)OCO4)N3)cc1OC (stereo unspecified) | 8.4% | -8.9% | . | 5.3% | -1.9% | 0.1% | -2.1% | -0.5% | .
COc1nnnc2c1sc1nc(N3CCOCC3)c3c(c12)CC(C)(C)OC3 | -7.3% | . | . | . | . | -3.5% | -4.3% | -1.0% | .
CCOC(=O)C1CCCN(S(=O)(=O)c2ccc(OC)cc2)C1 (stereo unspecified) | -6.6% | 2.4% | i | 3.5% | -6.3% | 0.5% | -4.8% | -2.1% | 0.9%
CCOC(=O)/C=C/C(=O)Nc1ccccc1C(=O)NC1CCCCC1 | -2.4% | 1.2% | i | -0.4% | -1.2% | 4.4% | 1.7% | 4.1% | -0.4%
COc1ccccc1CNC(=O)c1cn(C)c2ccc(S(=O)(=O)N3CCCCC3)cc2c1=O | 11.4% | 7.6% | i | 3.2% | 1.6% | 17.2% | -5.1% | -1.0% | -0.7%
O=S(=O)(c1ccccc1)N1CCN(C(=S)NCCCN2CCOCC2)CC1 | 9.2% | 2.2% | i | 9.2% | -1.9% | 3.5% | -7.1% | -1.8% | -0.1%
CCNC(=O)CC1C(=O)N(c2ccccc2)C(=O)N1CCc1ccc(OC)cc1 (stereo unspecified) | -9.9% | 7.1% | i | -4.2% | 3.4% | -2.0% | -2.1% | -0.9% | -0.5%
Cc1nc2ccccc2n1CCN1CCOCC1 | 44.6% | 10.1% | i | -2.1% | -2.9% | -5.6% | -11.6% | . | 0.3%
Cc1nc2c(-c3ccc(F)cc3)c(C)nn2c(C)c1CCC(=O)Nc1ccccc1 | . | 7.6% | i | -1.2% | -8.4% | 1.8% | . | . | 0.1%
Cc1ccc(-c2nnn(CC(=O)N(CC3CCCO3)C(C(=O)NC3CCCCC3)c3ccc(F)cc3)n2)o1 (stereo unspecified) | 3.9% | -3.9% | i | 11.7% | 1.9% | 1.6% | -10.4% | -0.8% | -0.7%
c1cnc2nc(-c3ccc4c(c3)OCO4)cn2c1 | 0.1% | 2.8% | i | 1.2% | -3.3% | 10.7% | -6.1% | -0.9% | -0.2%
COc1ccc(N2CCCn3c2nc2c3c(=O)n(Cc3ccccc3F)c(=O)n2C)c(OC)c1 | 32.8% | 10.2% | i | -7.7% | 14.8% | 2.4% | -4.0% | 4.0% | -0.4%
Cc1ccc(NC(=O)C(CC(C)C)NC(N)=O)cc1 (stereo unspecified) | -6.8% | 4.8% | i | -9.8% | -1.9% | 2.7% | -4.6% | -0.5% | 0.1%
CCOc1ncccc1C(=O)OCc1c(F)cccc1Cl | -5.3% | -2.3% | i | -7.3% | -4.7% | -3.0% | -9.6% | 0.3% | 0.0%
CCOC(=O)c1ccccc1NC(=O)c1cccs1 | 0.6% | 5.6% | i | -8.2% | -0.8% | 0.4% | -1.1% | 0.3% | 0.1%
O=C(CC(c1ccccc1)c1cc(Br)ccc1O)N1CCCCC1 (stereo unspecified) | . | 0.1% | i | -3.8% | -5.2% | 1.3% | . | . | 0.3%
CCn1c(CSc2nc(C)cc(C)n2)nnc1SCC(=O)Nc1nc(-c2ccccc2)cs1 | 1.6% | 2.1% | i | -2.6% | -0.9% | -0.8% | -7.8% | 1.1% | -0.4%
CCOc1ccc(C2=Nn3c(nnc3-c3ccco3)SC2)cc1 | 10.0% | 2.5% | i | -8.9% | -5.6% | -2.0% | -2.6% | 4.1% | -0.3%

2 successive compounds from above, quoted:
Compound | human PMI inhibitors | P. falciparum M1AAP | Yfh1-depleted yeast | Salmonella PhoP GFP | P. falciparum M17LAP | Siah-1 displacement | XIAP antagonists | CSM14.1 death rescue | West Nile virus CPE
Cc1nc2c(-c3ccc(F)cc3)c(C)nn2c(C)c1CCC(=O)Nc1ccccc1 | . | 7.6% | i | -1.2% | -8.4% | 1.8% | . | . | 0.1%
Cc1ccc(-c2nnn(CC(=O)N(CC3CCCO3)C(C(=O)NC3CCCCC3)c3ccc(F)cc3)n2)o1 (stereo unspecified) | 3.9% | -3.9% | i | 11.7% | 1.9% | 1.6% | -10.4% | -0.8% | -0.7%

Continuation.
Compound | human PMI inhibitors | P. falciparum M1AAP | Yfh1-depleted yeast | Salmonella PhoP GFP | P. falciparum M17LAP | Siah-1 displacement | XIAP antagonists | CSM14.1 death rescue | West Nile virus CPE
Cc1cccc(OCC(=O)NNC(=O)C2CCCCC2C(=O)O)c1 (stereo unspecified) | 10.1% | 2.4% | i | -11.8% | 10.2% | 2.3% | -7.1% | -2.4% | -0.6%
Cc1ccc(Sc2ccc(CN3CCCCC3)cc2[N+](=O)[O-])cc1 | 3.3% | -1.5% | i | 9.1% | -4.6% | 0.3% | -1.6% | -2.9% | -1.3%
Cc1cc(C(=O)Nc2cccc(O)c2)co1 | -5.1% | 0.5% | i | -1.5% | 1.1% | -6.4% | -3.0% | -4.0% | 0.0%
Cc1ccc(S(=O)(=O)N2CCOCC2)cc1C(=O)Nc1ccccn1 | 4.2% | 12.0% | i | -13.0% | 8.0% | -2.1% | -2.5% | . | -0.3%
Cc1c(C(=O)NC(=S)Nc2ccc(N3CCOCC3)cc2)cccc1[N+](=O)[O-] | 3.6% | 9.2% | i | 3.1% | 7.5% | 0.1% | -3.2% | -1.0% | 0.2%
CCOc1ncccc1C(=O)OCc1ccccc1 | -6.3% | 2.5% | i | 18.2% | -4.3% | -1.4% | -13.6% | -1.9% | 0.2%
Cc1nn(C)cc1C(C(=O)NC1CCCCC1)N(CCc1ccccc1)C(=O)c1cnccn1 (stereo unspecified) | -3.5% | -8.4% | i | -2.6% | -12.6% | -2.6% | -2.5% | 0.7% | -1.4%
Cc1cc(C)nc(/N=C2\NC(=O)CC(C(=O)O)N2c2ccc(Cl)cc2)n1 (stereo unspecified) | 8.8% | 4.9% | i | 7.7% | 5.4% | -2.5% | -1.4% | . | 0.0%
COc1ccc(C(=O)CCN2CCCCCC2)cc1 | 29.9% | 5.2% | i | 6.5% | -7.0% | 5.7% | 1.2% | -0.3% | ?
S=C(NCc1ccco1)Nc1ccccn1 | 13.0% | -0.9% | i | 0.7% | -1.1% | 1.1% | -0.8% | 8.8% | -0.3%
O=C(Nc1ccc(F)cc1)c1ccc(-n2ccnc2)nc1 | -0.7% | -4.8% | i | 17.1% | 3.5% | 0.9% | -2.3% | -2.8% | -0.1%

Bioassay records as filed in PubChem BioAssay.
